TPT1 inhibitor: C. albicans TPT1 enzyme inhibition; inhibition, % at 5 µM; hit rate 0.81% among 300,000; recombinant caTPT1, FP RNA substrate dephosphorylation; AID 1962;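 active means inhibition above the mean of all tested compounds plus 3 SD, set per screening campaign, cut at about 24% in these data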;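 further: plate controls were DMSO alone for no effect and ferristatin control at 100 nM for full effect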
Fh CTSL1 inh: counter-screen for PFM18AAP inhibitors: inhibitors of F. hepatica cathepsin L1. recombinant F. hepatica cathepsin L1, Z-Leu-Arg-MCA fluorescence. hit rate 0.49% among 300,000. inhibition, % at 5.96 µM;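 active means inhibition above the mean of all tested compounds plus 3 SD, set per screening campaign, cut at about 17% in these data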;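 further: 0% = plate median of test compound wells and 100% = 1 µM Z-Phe-Ala-diazomethylketone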
PP1 counter: PP1-alpha (human) inhibition in PP5 counter-screen | purified PP1alpha, OMFP fluorescence | inhibition, % at 6.7 µM | AID 2235 | hit rate 0.9% among 320,000 | P62136;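 active means inhibition above the mean inhibition of all tested compounds plus 3 SD, computed separately for each screening campaign, cut at about 15% in these data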
Target sequence (P62136 whole entry, looked up): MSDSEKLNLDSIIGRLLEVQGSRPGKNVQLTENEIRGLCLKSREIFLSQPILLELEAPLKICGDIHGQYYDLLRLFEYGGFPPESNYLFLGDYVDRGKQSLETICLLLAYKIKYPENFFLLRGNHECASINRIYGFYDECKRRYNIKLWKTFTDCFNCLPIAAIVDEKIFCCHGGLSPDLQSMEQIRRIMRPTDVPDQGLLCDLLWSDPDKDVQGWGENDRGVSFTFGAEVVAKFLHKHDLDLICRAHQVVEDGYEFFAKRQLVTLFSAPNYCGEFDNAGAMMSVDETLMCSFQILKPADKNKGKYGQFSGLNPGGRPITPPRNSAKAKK
ZTA DNA inh: ZTA (EBV) inhibition in EBNA-1 counter-screen. hit rate 0.15% among 320,000. inhibition, % at 11 µM. ZTA-DNA binding, fluorescence polarization. AID 2234. P03206; in the data active means inhibition above about 33%
Target sequence (P03206 whole entry, looked up): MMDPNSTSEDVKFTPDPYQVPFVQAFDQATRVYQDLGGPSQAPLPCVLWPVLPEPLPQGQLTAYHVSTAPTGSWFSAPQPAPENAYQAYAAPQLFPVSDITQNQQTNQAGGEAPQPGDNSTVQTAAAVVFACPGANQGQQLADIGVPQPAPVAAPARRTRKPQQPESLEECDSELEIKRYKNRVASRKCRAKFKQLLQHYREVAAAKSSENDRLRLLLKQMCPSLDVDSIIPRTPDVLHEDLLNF
core dimer inh: blocks dimerization of HCV core protein; TR-FRET GST/Flag-core106 dimerization, 1536-well; inhibition, % at 5 µM; AID 1899; hit rate 0.33% among 300,000;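 active means inhibition above the mean of all tested compounds plus 3 SD, set per screening campaign, cut at about 45% in these data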
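Assay system – GST-tagged and Flag-tagged HCV core protein residues 1-106 · Quantity – core106 proteins, GST 13.5 nM and Flag 17 nM · Benchmarks – unlabelled core106 and no-GST-core106 wells · Read-out basis – percent inhibition of core106 dimerization signal · Detection – time-resolved FRET, ex 340 nm, em 617 and 671 nm · Schedule – 4 h at 22.5 °C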
PP5 primary: PP5 (human) phosphatase inhibition | purified PP5c, OMFP substrate fluorescence | inhibition, % at 6.7 µM | hit rate 0.18% among 320,000 | AID 1987;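 active means inhibition above the campaign's mean inhibition across all tested compounds plus 3 SD, cut at about 9.5% in these data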;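 further: 0% = DMSO only and 100% = 100 µM cantharidin control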
GASC-1 inh: inhibitors of human GASC-1 (JMJD2C) demethylase; Q9H3R0; GST-JMJD2C(1-420) H3K9me3 demethylation, DELFIA europium; inhibition, % at 2.35 µM; hit rate 0.069% among 330,000; AID 2099;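 active means more than half of a compound's replicate wells show inhibition beyond 50%, single wells judged on their own value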;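 further: signal counts dimethyl H3K9 product captured on neutravidin plate; 0% = median of DMSO wells and 100% = 0.3 times that DMSO median; strong numbers were not always called active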
Target sequence (Q9H3R0 1-420 limits assumed): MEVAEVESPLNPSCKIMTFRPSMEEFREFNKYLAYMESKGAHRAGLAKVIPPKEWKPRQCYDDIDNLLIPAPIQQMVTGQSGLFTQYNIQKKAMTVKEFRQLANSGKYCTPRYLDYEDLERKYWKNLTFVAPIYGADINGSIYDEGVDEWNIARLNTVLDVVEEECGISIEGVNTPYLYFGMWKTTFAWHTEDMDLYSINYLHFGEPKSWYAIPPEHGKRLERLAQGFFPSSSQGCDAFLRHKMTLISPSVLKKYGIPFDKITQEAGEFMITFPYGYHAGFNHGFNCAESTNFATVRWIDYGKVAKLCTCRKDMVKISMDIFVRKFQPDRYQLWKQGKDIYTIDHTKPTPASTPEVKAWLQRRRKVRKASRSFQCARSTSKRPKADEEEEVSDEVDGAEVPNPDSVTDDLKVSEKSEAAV
Yeast superoxide: caloric restriction mimetics inhibiting age-related superoxide in yeast; S. cerevisiae aged cells, superoxide DHE fluorescence; active compounds read low; hit rate 0.18% among 330,000; superoxide response (% of plate mean), % at 10 µM;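 active means superoxide response under a set limit, about three screen SD below normal, cut at about 65% in these data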;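 further: yeast aged for seven days with compound at 30 °C before DHE staining; 100% = average MFI of all compound-treated wells on the plate with controls excluded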
EBNA-1 inhibitor: blocks EBNA-1 binding to DNA. AID 1950. hit rate 0.34% among 300,000. inhibition, % at 14.8 µM. EBNA-1 DNA binding, fluorescence polarization; in the data active means inhibition above about 28%
* marks the source's active call; other numbers are inactive results; i = inactive; . = not tested or not shown. Outcome played no part in choosing rows. About 3.1% of those tested had a hit in this group.

SMILES | TPT1 inhibitor | Fh CTSL1 inh | PP1 counter | ZTA DNA inh | core dimer inh | PP5 primary | GASC-1 inh | Yeast superoxide | EBNA-1 inhibitor
COC(=O)C1=CN(C2CC2)C=C(C(=O)OC)C1c1ccc(C(=O)OC)cc1 | -1 | 2 | -1 | 10 | 8 | 2.4 | -8 | 112 | 5
COc1ccc(S(=O)(=O)N2CCN(Cc3cccc(Cl)c3)CC2)cc1 | -2 | 1 | 2 | 7 | 6 | 1.7 | 27 | 97 | 8
Cc1nn(-c2ccccc2)c(C)c1/C=N/Nc1nc2ccccc2[nH]1 | 1 | -3 | 8 | -21 | -28 | 1.6 | 4 | 90 | -6
O=C(c1cccc(N2C(=O)C3CC=CCC3C2=O)c1)N1CCCc2ccccc21 (stereo not drawn) | 1 | 3 | 0 | 16 | 7 | 0.1 | 5 | 100 | 4
COc1ccc(N2CCN(S(=O)(=O)CCNC(=O)c3cc(=O)c4ccccc4o3)CC2)cc1 | 0 | 15 | -1 | 6 | -8 | -0.9 | i | 86 | -14
Cc1ccc(S(=O)(=O)NC(=O)c2ccccc2F)cc1 | -2 | -1 | -5 | 3 | -1 | 0.2 | 1 | 100 | 4
CCCC(=O)Nc1cc(-c2nn(C)c(=O)c3ccccc23)ccc1N1CCCCC1 | 2 | -1 | 0 | 15 | 9 | 1.8 | 9 | 97 | -1
CCOC(=O)c1cc(-c2csc(-c3cccc(Cl)c3)n2)on1 | -2 | -3 | -5 | 11 | 0 | 1.0 | . | 116 | -2
Nc1c2c(nc3ccc(Br)cc13)N(C1CCCCC1)CC2 | 0 | 4 | -1 | -1 | 22 | 0.1 | -11 | 92 | -3
CCOC(=O)c1c(NC(=O)COC(=O)c2nccnc2N)sc2c1CCC2 | . | . | 0 | -1 | . | -2.4 | 4 | 105 | .
CCO[C@@H]1OC(C(=O)NC2CC2)=C[C@H](C(C)(C)C)[C@H]1CCCO | -3 | 5 | -2 | 6 | -15 | -0.2 | 5 | 97 | 2
NC1=NS(=O)(=O)NC1c1ccc(Cl)cc1 (stereo not drawn) | 20 | -1 | -2 | -13 | -3 | 2.0 | -5 | 105 | -5
CC(=O)Nc1cccc(NC(=O)C2CCCN2C(=O)Nc2ccccc2C)c1 (stereo not drawn) | 2 | -4 | 2 | 15 | -5 | 0.2 | 0 | 98 | 7
COc1ccc(N(CC(=O)Nc2ccc(OC)c(OC)c2)S(=O)(=O)c2ccccc2)cc1Cl | 0 | 3 | -1 | 3 | -1 | 2.2 | -1 | 100 | 14
CC(=O)c1ccc(N(C(=O)c2ccco2)C(C(=O)NC2CCCC2)c2cccs2)cc1 (stereo not drawn) | 1 | -1 | -6 | 8 | -5 | 0.2 | -5 | 100 | -10
COCC1CCCN(Cc2nc(Cc3ccccc3)no2)C1 (stereo not drawn) | 1 | -1 | -4 | -16 | -2 | 0.0 | 18 | 100 | -9
Cn1c(SCC(=O)Nc2nc3c(s2)CCCC3)nnc1-c1ccccc1 | 0 | 2 | 3 | -10 | 2 | 2.2 | -11 | 91 | 0
CCNc1nc2nc3ccc(C)cn3c(=O)c2cc1C(=O)NCC1CCCO1 (stereo not drawn) | 0 | -1 | -2 | -5 | 1 | -1.2 | -3 | 98 | 2
COc1ccc(CSc2n[nH]c(C)n2)cc1[N+](=O)[O-] | 0 | 1 | 0 | 1 | -4 | 0.1 | -5 | 105 | -4
O=C(/C=C/c1cn(-c2ccccc2)nc1-c1ccc2c(c1)OCCO2)NCCCN1CCOCC1 | -1 | 4 | 1 | 0 | 1 | 3.1 | 7 | 97 | 1
NC(=O)c1cc[n+](Cc2ccc([N+](=O)[O-])cc2)cc1 | 5 | 1 | -1 | 2 | 4 | -1.5 | -13 | 103 | -4
CN1/C(=C\C(=S)Nc2ccccc2)C(C)(C)c2ccccc21 | 5 | -1 | 1 | -9 | 1 | 5.2 | 7 | 86 | 5
Cc1ccc(N2C(=O)CC(N(CCc3ccccc3)C(=S)Nc3ccc(N(C)C)cc3)C2=O)cc1 (stereo not drawn) | -2 | 1 | -2 | 10 | 9 | 1.7 | 18 | 101 | 57*
CC(=O)c1ccc(NC(=O)[C@@H]2CCCN2C2=NS(=O)(=O)c3ccccc32)cc1 | . | . | -2 | -3 | . | 1.1 | -6 | 92 | .

3 entries out of the list above, arranged by the number in TPT1 inhibitor, high to low:
smiles | TPT1 inhibitor
CCCC(=O)Nc1cc(-c2nn(C)c(=O)c3ccccc23)ccc1N1CCCCC1 | 2
CC(=O)c1ccc(N(C(=O)c2ccco2)C(C(=O)NC2CCCC2)c2cccs2)cc1 (stereo not drawn) | 1
O=C(/C=C/c1cn(-c2ccccc2)nc1-c1ccc2c(c1)OCCO2)NCCCN1CCOCC1 | -1

Next section.
SMILES | TPT1 inhibitor | Fh CTSL1 inh | PP1 counter | ZTA DNA inh | core dimer inh | PP5 primary | GASC-1 inh | Yeast superoxide | EBNA-1 inhibitor
CCOc1ccccc1NC(=O)c1ccc2[nH]c(C)c(C)c2c1 | 3 | 1 | 3 | -6 | 27 | -1.5 | 7 | 98 | 1
Nc1ccc(S(=O)(=O)N2CCCC2)cc1 | -4 | 0 | -6 | -8 | 0 | 0.8 | 7 | 99 | 5
COc1ccc(CN(C(=O)c2ccco2)c2ccccc2)cc1 | 2 | -2 | -4 | -13 | 2 | 1.7 | 9 | 103 | -7
CC(C)NC(=O)CC(=O)N/N=C/c1cccs1 | -2 | -1 | -1 | -12 | 0 | 3.9 | 5 | 109 | -19
CCN(CC)c1ccc(C=Nc2ccc(C)cc2C)c(O)c1 | 2 | 2 | 1 | 16 | 9 | 1.0 | 3 | 95 | 9
CCOc1ccc(OCCCC(=O)Nc2cc(Cl)ccc2-n2cncn2)cc1 | . | . | -4 | 10 | . | 0.4 | -1 | 87 | .
Cc1cccc(Nc2ccc3nonc3c2[N+](=O)[O-])c1C | -1 | -1 | -2 | 2 | -8 | 0.6 | 4 | 110 | 2
CCOc1ccc(N2Nc3n[nH]c(N)c3N2)cc1 | 0 | 2 | 1 | 5 | -23 | 3.0 | -12 | 118 | -23
CCOc1ccc(Br)cc1CC(=O)O | 4 | -4 | 0 | 4 | 0 | -1.5 | -4 | 108 | 6
COc1cc2oc(=O)cc(C)c2c(OC)c1OC | 0 | 1 | -3 | 17 | 0 | 2.1 | 5 | 92 | 2
O=C(N/N=C/c1ccncc1)C1C2CCCCCCC21 (stereo not drawn) | -3 | -1 | 1 | 0 | -8 | 3.9 | 3 | 94 | 5
O=C(Nc1ccc(N2CCOCC2)cc1)c1cccc2c(Br)cccc12 | 2 | 10 | -1 | -3 | -18 | 0.0 | -17 | 103 | 13

Seven entries from above in a different format:
SMILES	TPT1 inhibitor	Fh CTSL1 inh	PP1 counter	ZTA DNA inh	core dimer inh	PP5 primary	GASC-1 inh	Yeast superoxide	EBNA-1 inhibitor
CCOc1ccc(OCCCC(=O)Nc2cc(Cl)ccc2-n2cncn2)cc1	.	.	-4	10	.	0.4	-1	87	.
CCOc1ccc(Br)cc1CC(=O)O	4	-4	0	4	0	-1.5	-4	108	6
O=C(Nc1ccc(N2CCOCC2)cc1)c1cccc2c(Br)cccc12	2	10	-1	-3	-18	0.0	-17	103	13
CC(C)NC(=O)CC(=O)N/N=C/c1cccs1	-2	-1	-1	-12	0	3.9	5	109	-19
CCN(CC)c1ccc(C=Nc2ccc(C)cc2C)c(O)c1	2	2	1	16	9	1.0	3	95	9
COc1ccc(CN(C(=O)c2ccco2)c2ccccc2)cc1	2	-2	-4	-13	2	1.7	9	103	-7
Nc1ccc(S(=O)(=O)N2CCCC2)cc1	-4	0	-6	-8	0	0.8	7	99	5

Next part
SMILES | TPT1 inhibitor | Fh CTSL1 inh | PP1 counter | ZTA DNA inh | core dimer inh | PP5 primary | GASC-1 inh | Yeast superoxide | EBNA-1 inhibitor
O=C(CCc1ccccc1)Nc1sc2c(c1C(=O)O)CCCC2 | 0 | 4 | 0 | -1 | -5 | 1.6 | -2 | 98 | 1
Cc1cc(C)nc(/N=C(\N)C2=C(O)CC(C)(C)CC2=O)n1 | -2 | 0 | -1 | -3 | 1 | 1.2 | 1 | 105 | 2
O=C(NCCCN1CCCC1)c1ccc2c(c1)N(Cc1cccc(Cl)c1)C(=O)c1ccccc1S2=O (stereo not drawn) | 2 | 9 | 2 | -6 | 0 | -0.3 | 0 | 116 | -6
C=CCNC(=S)Nc1ccc(C)cc1[N+](=O)[O-] | 1 | 3 | -1 | 15 | -1 | -3.3 | 1 | 97 | -7
COCCn1c(-c2cccs2)csc1=Nc1cccnc1 | 2 | 19* | 2 | -6 | 5 | -1.4 | -9 | 90 | 4
CC(C)(C)NC(=O)NC(=O)COc1ccccc1C#N | 0 | 1 | -3 | 0 | -1 | -3.4 | -1 | 100 | 6
O=C(CN1CCc2cc3c(cc2C1)OCCCO3)Nc1c(F)cccc1F | -1 | 0 | 0 | -11 | -6 | -0.7 | -8 | 87 | 1
O=S(=O)(Nc1ncnc2sc3c(c12)CCC3)c1ccc(Cl)s1 | 11 | 4 | 3 | 17 | 47* | -0.5 | 34 | 86 | 9
CC(NC(=O)c1ccccc1F)c1nnc(SCC(=O)NC2CCCC2)n1C (stereo not drawn) | -1 | 1 | -2 | -2 | 0 | -1.6 | 34 | 105 | -6
COc1ccc(CN(CC(=O)NC2CCCC2)C(=O)c2ccc(-c3ccccc3)[nH]2)cc1 | -3 | 2 | 9 | 17 | 11 | 1.1 | -7 | 100 | -7
Cc1cccc(C(=O)NC2CCN(C(=O)N3CCOCC3)CC2)c1 | 2 | 6 | -4 | 14 | -2 | -0.2 | 16 | 98 | -10
COc1ccc(NC(=O)COC(=O)[C@@H](NC(=O)c2c(F)cccc2F)C(C)C)cc1 | -2 | -18 | 2 | -9 | -5 | 2.4 | 1 | 103 | 13

Next part; the last two above are carried over.
SMILES | TPT1 inhibitor | Fh CTSL1 inh | PP1 counter | ZTA DNA inh | core dimer inh | PP5 primary | GASC-1 inh | Yeast superoxide | EBNA-1 inhibitor
Cc1cccc(C(=O)NC2CCN(C(=O)N3CCOCC3)CC2)c1 | 2 | 6 | -4 | 14 | -2 | -0.2 | 16 | 98 | -10
COc1ccc(NC(=O)COC(=O)[C@@H](NC(=O)c2c(F)cccc2F)C(C)C)cc1 | -2 | -18 | 2 | -9 | -5 | 2.4 | 1 | 103 | 13
Cc1ccc(C2=NS(=O)(=O)N(C)C(C(=O)N3CCOCC3)=C2)cc1 | 3 | -1 | 2 | -6 | -8 | 0.0 | -4 | 101 | 2
Cc1ccc(N2CC(=O)N(CC(=O)O)C2=O)cc1 | 0 | -4 | -1 | 12 | -5 | 2.6 | -4 | 85 | -9
COc1ccccc1CCNC(=O)C1CCCO1 (stereo not drawn) | 0 | 1 | -1 | 0 | -2 | 0.6 | -18 | 81 | -4
CCOC(=O)C(C)c1nc2ccccc2[nH]c1=O (stereo not drawn) | 3 | -1 | -5 | -4 | -9 | 0.3 | 0 | 80 | 2
COc1ccc(NC(=O)CN(C)C(=O)c2ccc(-c3cccc(C(F)(F)F)c3)o2)cc1 | 4 | 3 | 0 | 20 | 8 | 0.9 | -5 | 93 | 10
C#CCN1C(C)=C(C(=O)OC)C(c2cccc([N+](=O)[O-])c2)C(C(=O)OCC)=C1C (stereo not drawn) | 2 | 0 | 2 | 1 | 8 | 2.2 | . | 103 | 8
